From PubChem BioAssay
T cell modulator – modulates CD8 T cell binding to vesicles; 330,000 tested, 0.068% active; AID 2052; 2C CD8+ T cell-vesicle binding, flow cytometry; stronger effect = lower value; calls only at 7 µM;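 active means response, share of CD8 T cells binding vesicles, and their 90th percentile fluorescence all below set limits, cut at about 80% in these data, passing the limit was not always enough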
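Incubation: binding step 1.5 h, 37 °C, antibody labelling 20 min, ice; system: murine 2C transgenic CD8+ T lymphocytes; technique: cytometric PE anti-B7-1 and Alexa647 anti-CD8 signals after 1% paraformaldehyde fixation; also added: QL9-charged Drosophila Ld/ICAM-1/B7-1 vesicles; control set: naked versus QL9-loaded vesicles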
Myeloid diff MLP – compounds promoting myeloid differentiation; AID 624256; ER-HoxA9 myeloid progenitors, lysozyme-GFP differentiation, flow cytometry; 360,000 tested, 1% active; calls only at 10 µM;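 active means normalized GFP-positive differentiation at or above the plate's own cutoff, the solvent-only control mean plus 3 SD; inconclusive means no clear call, values can overlap the other calls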;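 further: cells exposed to compound for four days before flow analysis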
SV40 large T antigen – TAg ATPase/helicase activity blockers – biochemical (AID 1903); SV40 large T antigen ATPase/helicase inhibition assay; higher % means a stronger effect; inhibition, % at 20 µM, or IC50 in µM where a hit was titrated; 310,000 tested, 0.39% active; in the data active means a potency from the dose series; inconclusive means inhibition mostly from about 32% at the one dose, without a potency; inactive means the rest, 99 in 100 with inhibition below about 32%; further: strong numbers were not always called active
Rac1 GTP hydrolysis – MgcRacGAP GTPase-activating activity inhibitors, confirmation, biochemical, ADP Hunter fluorescence. MgcRacGAP-stimulated Rac1 GTP hydrolysis, ADP Hunter fluorescence; higher % means a stronger effect; GST-tagged Rac1 F28L mutant substrate. inhibition, % at 30 µM; hits with a dose series show IC50 in µM. 340,000 tested, 0.6% active. AID 624330;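 active means first-screen hits whose inhibition reached a set limit at any dose in the follow-up dose series; inconclusive means inhibition above the set first-screen limit but never retested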;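 further: fluorescence reports GDP produced by GAP-driven GTP hydrolysis; strong numbers were not always called active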
PhoP inhibition – inhibitors of PhoP regulon expression, primary screen, Salmonella Typhimurium, GFP reporter (AID 1863). S. Typhimurium PhoP-regulated promoter GFP reporter, 4 h; higher % means a stronger effect. inhibition, % at 50 µM, or IC50 in µM where a hit was titrated. 300,000 tested, 0.16% active;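 active means inhibition over 29.93%, a cutoff 3 SD above the screen mean, later confirmed by dose response; inconclusive means inhibition over 29.93% but no dose response follow-up; inactive means inhibition at most 29.93% or unconfirmed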;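 further: 0% = low Mg2+ inducing control and 100% = high Mg2+ repressing control; strong numbers were not always called active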
RSV CPE inhibition – inhibition of RSV-induced cytopathic effect – HEp-2 cells, primary 10 µM value included (AID 2391); 310,000 tested, 0.13% active; HEp-2 cells, RSV-induced CPE inhibition; higher % means a stronger effect; CPE inhibition, % at 10 µM, or IC50 in µM where a hit was titrated; in the data active means a potency from the dose series; inconclusive means CPE inhibition mostly from about 23% at the one dose, without a potency; inactive means the rest, 99 in 100 with CPE inhibition below about 21%; further: strong numbers were not always called active
b-catenin transl – beta-catenin nuclear translocation modulation | HeLa beta-catenin nuclear translocation, immunofluorescence imaging | nuclear translocation activity, % at 5 µM | 190,000 tested, 0.3% active;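 active means nuclear translocation activity above 50% at 5 µM, with a well cell count of 50 or more; inconclusive means wells under 50 cells across six images, flagged as toxic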;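 further: per-cell ratio of nuclear to cytoplasmic median beta-catenin stain intensity; plate controls were DMSO negative control for no effect and GSK-3 inhibitor IX positive control for full effect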
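assay system = human HeLa cells, endogenous beta-catenin | times = compound treatment 24 h, 37°C, 5% CO2 | detection = Anti-beta-catenin immunofluorescence on PFA-fixed, Triton-permeabilized cells, DAPI nuclei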
WT yeast gro inh – growth inhibition of WT yeast, mitochondrial fusion screen. mitochondrial fusion phenotypic screen, WT strain. inhibition, % at 10 µM. 190,000 tested, 2.1% active; in the data active means inhibition above about 58%; tested in S. cerevisiae
West Nile antiviral – inhibition of WNV-induced cytopathic effect – cell-based, CPE readout (AID 1621); West Nile virus-infected cells, CPE inhibition; higher % means a stronger effect; CPE inhibition, % at 10 µM, or IC50 in µM where a hit was titrated; 290,000 tested, 0.02% active; in the data active means a potency from the dose series; inconclusive means CPE inhibition mostly from about 3.7% at the one dose, without a potency; inactive means the rest, 99 in 100 with CPE inhibition below about 2.2%; further: strong numbers were not always called active
WT yeast gro inh mutant strain – second read-out of WT yeast gro inh, no call of its own (marks repeat the call); inhibition, %; mitochondrial fusion phenotypic screen, mutant strain inhibition
b-catenin transl cell count 5 µM – recorded beside b-catenin transl, whose call it bears; cell count; measured here: cell count, cytotoxicity flag
T cell modulator vesicle-bound % – second read-out of T cell modulator, no call of its own (marks repeat the call); double positive events, %; measured here: CD8+ vesicle-bound cell fraction;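 binding gate set so that unloaded-vesicle control wells show 10% double positive cells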
Myeloid diff MLP GFP+ MAC1+ % – further read-out of Myeloid diff MLP, marked with its call; GFP+ MAC1+ double positive, %; measured here: differentiation confirmed by MAC1 staining
Numbers without * were called inactive; i = inactive; ? = inconclusive; nt = no result given.

| SMILES | SV40 large T antigen | b-catenin transl | PhoP inhibition | T cell modulator vesicle-bound % | T cell modulator | West Nile antiviral | Myeloid diff MLP | WT yeast gro inh mutant strain | WT yeast gro inh | Myeloid diff MLP GFP+ MAC1+ % | Rac1 GTP hydrolysis | RSV CPE inhibition | b-catenin transl cell count 5 µM |
| --- | --- | --- | --- | --- | --- | --- | --- | --- | --- | --- | --- | --- | --- |
| Cc1cccc2c(N=Nc3ccc(S(=O)(=O)Nc4cccc(Cl)c4)cc3[N+](=O)[O-])c(O)[nH]c12 | 8% | 0.8 | 19% | 62 | i | -0.5% | i | 2 | 18 | 0.3 | -1% | 1.3% | 1439 |
| CCOC(=O)C(=O)Nc1nc(-c2ccccc2)c(CC)s1 | 15% | nt | -4% | 52 | i | nt | i | 1 | -8 | 0.4 | 11% | 0.8% | nt |
| CCOC(=O)C1CCN(C(=O)COC(=O)c2ccc3[nH]c4c(c3c2)CCCC4)CC1 | 27% | nt | 3% | 60 | i | nt | i | nt | nt | 0.5 | 12% | -0.1% | nt |
| Cc1cc(Cl)ccc1OCCCC(=O)NCc1ccncc1 | 5% | nt | 3% | 46 | i | -1.6% | i | -29 | 0 | 0.5 | 7% | 2.9% | nt |
| COc1ccc(CCN(C)C(=O)C2CC(=O)N(Cc3ccc(C)cc3)C2)cc1OC (centres undefined) | nt | nt | nt | 37 | i | nt | i | nt | nt | 0.3 | 8% | 0.3% | nt |
| CC(=O)Nc1cccc(C(=O)NC2CCCc3c2cnn3-c2cc(C)cc(C)c2)c1 (centres undefined) | 0% | nt | 8% | 8 | i | -0.7% | i | nt | nt | 0.7 | 5% | 3.4% | nt |
| Cc1cc(C(=O)OCC(=O)NCc2ccco2)c(C)o1 | 1% | -4.4 | -1% | 35 | i | 1.7% | i | -18 | 2 | 0.0 | 6% | 1.5% | 947 |
| N#C/C(=C/c1ccc(C(=O)O)cc1)C(=O)NCc1ccccc1 | 9% | 1.2 | -1% | 38 | i | nt | i | -3 | 2 | 0.8 | 14% | 1.0% | 1074 |
| CC(NC(=O)c1ccncc1)C(c1cccs1)N1CCOCC1 (centres undefined) | 5% | -1.2 | 7% | nt | nt | -0.2% | i | 8 | -7 | 9.1 | 3% | 2.0% | 1258 |
| CCOc1cc(/C=N/Nc2cccc(C(=O)O)c2)ccc1OC(=O)c1ccccc1 | 14% | -0.1 | -10% | nt | nt | 0.2% | nt | -5 | -15 | nt | 5% | nt | 1521 |
| CCC(=O)N1N=C(c2cccc(NS(C)(=O)=O)c2)CC1c1cccs1 (centres undefined) | 13% | 0.1 | -10% | 12 | i | -0.6% | i | -9 | -13 | 0.3 | 12% | 3.2% | 961 |
| CCc1noc(C)c1C(=O)N1CCCSC1=Nc1ccccc1Cl | 9% | nt | -6% | 12 | i | nt | i | nt | nt | 0.7 | 2% | 1.3% | nt |
| Cc1nc(NC(=O)CSc2nnnn2Cc2ccccc2)sc1C | 21% | -2.7 | 5% | 47 | i | 0.1% | i | 17 | 2 | 0.4 | 5% | 2.6% | 984 |
| O=C(c1cc(-c2ccccc2)on1)N1CCCC1 | 7% | -0.8 | 2% | 38 | i | -0.5% | i | 14 | 12 | 0.6 | 2% | 0.2% | 963 |
| Cn1c(SCC(=O)N2CCN(c3cccc(Cl)c3)CC2)nnc1-c1ccncc1 | 8% | 1.1 | 2% | 26 | i | -0.6% | i | -7 | -8 | 1.2 | 10% | 3.6% | 1064 |
| Cc1occc1-c1nnc(SCC(=O)Nc2nccs2)n1CCc1ccccc1 | -2% | -3.0 | 12% | 58 | i | 0.5% | nt | 2 | -10 | nt | nt | 1.4% | 1279 |
| Cc1cc(Oc2ccc(Cl)cc2)nc(-c2ccccc2O)n1 | 7% | nt | 8% | 12 | i | 0.0% | i | 13 | 16 | 0.8 | 9% | -0.8% | nt |
| Cc1cc(C(C)(C)C)ccc1OCCN(C)C | 4% | 1.0 | -7% | 28 | i | 0.1% | i | -4 | -3 | 0.8 | 26% | 3.2% | 1113 |
| O=C(CSc1ncn[nH]1)NCc1ccc2c(c1)OCO2 | 6% | -1.0 | 4% | 31 | i | 0.4% | i | 6 | -8 | 0.6 | 1% | 2.6% | 1138 |
| O=C(c1cc(-c2ccc(Cl)s2)nc2ccccc12)N1CCCC1 | 7% | nt | 2% | 36 | i | -0.8% | i | nt | nt | 1.4 | 7% | 0.9% | nt |
| O=S(=O)(c1ccccc1)N(Cc1ccc(Cl)cc1)c1ccncc1 | 7% | nt | -1% | 44 | i | -0.1% | i | nt | nt | 0.8 | 8% | 1.8% | nt |
| OCCNc1nc(Nc2ccc(O)cc2)nc2ccccc12 | 4.5µM* | 1.4 | -7% | 51 | i | -0.4% | i | nt | nt | 1.2 | ? | -0.9% | 1272 |
| COc1ccc([N+](=O)[O-])cc1NCc1ccccc1C | 3% | nt | 9% | 10 | i | 1.0% | i | 12 | 7 | 4.3 | 17% | 4.1% | nt |
| O=C(O)CCC(=O)Nc1ccccc1N1CCOCC1 | 15% | -1.1 | -10% | 33 | i | 0.7% | i | 8 | 11 | 0.6 | 15% | 0.1% | 1046 |
| CC(Sc1nc2ccccc2[nH]1)C(=O)Nc1ccccc1F (centres undefined) | 9% | -1.3 | 2% | 46 | i | -0.5% | i | -13 | -6 | 0.1 | 8% | -1.5% | 1017 |
| COc1ccc(Cl)cc1NC(=O)CN1CCC(n2nnc3cc(C)ccc32)CC1 | 8% | -6.4 | -1% | 4 | i | -1.5% | i | 2 | 0 | 0.6 | 10% | 3.7% | 1283 |
| COc1cccc(C2=CC(=O)C[C@H](c3ccc4c(c3)OCO4)C2)c1 | nt | nt | nt | 56 | i | nt | i | nt | nt | 1.3 | 8% | 1.7% | nt |
| COc1ccc(/C=C(\C#N)C(=O)NCCc2ccccc2)cc1OCc1ccccc1 | 0% | -0.5 | 8% | 41 | i | -0.7% | i | 6 | 35 | 0.9 | 3% | 3.1% | 939 |
| COc1cc2c(cc1OC)CN(C(=O)CSc1nnc(C)s1)CC2 | 16% | 0.0 | 3% | 20 | i | -0.1% | i | 0 | -8 | 0.1 | 9% | 0.4% | 962 |
| CCC1(C)SC(N)=NN1C(C)=O (centres undefined) | 25% | 0.6 | 0% | 19 | i | -0.2% | i | -8 | -10 | 0.8 | -3% | -0.6% | 953 |
| CCc1nc(C)ccc1OCC(=O)O | 5% | nt | -4% | 57 | i | 0.1% | i | 23 | 13 | 1.4 | 2% | 0.8% | nt |
| CCOc1ccc(NC(=O)c2cccc(OC(=S)N3CCOCC3)c2)cc1 | 8% | 0.5 | -1% | 68 | i | -0.6% | i | -7 | -11 | 0.9 | -6% | ? | 1067 |
| COc1ccc(NC(=S)N2CCN(C)CC2)cc1 | 6% | nt | nt | 48 | i | nt | i | nt | nt | 0.4 | nt | -0.8% | nt |
| Cc1ccc(NC(=O)c2cccc(S(=O)(=O)N3CCCc4ccccc43)c2)nc1 | nt | nt | nt | 39 | i | nt | i | nt | nt | 1.2 | 4% | 6.8% | nt |
| C(=N\n1cnnc1)/c1cccc(Oc2ccccc2)c1 | 6% | -2.8 | 1% | 53 | i | 0.3% | i | 30 | 46 | 1.6 | 7% | -1.4% | 1197 |
| CC(C)c1ccc(NC(=O)C2CC(=O)N(C3CCCC3)C2)cc1 (centres undefined) | 2% | nt | 13% | 15 | i | 0.4% | i | nt | nt | 1.7 | 4% | 6.4% | nt |
| COc1cc(/C=C/C(=O)OCC(=O)N(C)Cc2ccccc2)ccc1O | nt | nt | nt | 26 | i | nt | i | nt | nt | 0.7 | 35µM* | 1.0% | nt |
| O=C(Cn1cnc2ccccc2c1=O)Nc1ccc(S(=O)(=O)N2CCCC2)cc1 | 6% | -3.9 | 2% | 20 | i | 0.2% | i | -22 | -9 | 0.3 | -6% | -1.1% | 1059 |
| Cc1ccccc1NC(=O)NCc1cccnc1 | 6% | nt | nt | 29 | i | nt | i | nt | nt | 0.5 | 3% | nt | nt |
| COc1ccccc1NC(=O)COC(=O)/C=C/c1ccc2c(c1)OCO2 | -60% | 0.6 | 4% | 40 | i | -0.1% | i | 35 | -4 | 0.1 | 4% | 1.6% | 525 |
| Nc1c(S(=O)(=O)c2cccs2)c2nc3ccccc3nc2n1Cc1ccc2c(c1)OCO2 | 1% | 1.4 | -4% | 22 | i | 0.0% | i | 0 | 2 | 1.2 | 10% | 17% | 1343 |
| COc1cc(CCC(=O)NNC(=O)c2cccc(Cl)c2)cc(OC)c1OC | 8% | nt | -1% | 10 | i | 0.4% | i | nt | nt | 2.0 | 2% | 1.4% | nt |
| NC(=O)c1ccc(F)cc1 | 8% | nt | -7% | 41 | i | -0.3% | i | -7 | -12 | 7.2 | 4% | -0.2% | nt |
| O=C(CN(C(=O)c1ccc2c(c1)OCCO2)c1ccccc1)NCC1CCCO1 (centres undefined) | 1% | -9.3 | 8% | 30 | i | 0.0% | i | -15 | -5 | 1.4 | 7% | 1.5% | 957 |
| CCN(c1ccc(NC(=O)COC(=O)c2ccc(C)c(S(=O)(=O)N3CCOCC3)c2)cc1)C(C)C | 28% | 1.7 | 12% | 33 | i | -0.6% | i | -9 | 4 | 2.3 | 15% | 0.8% | 928 |
| CC(C)C(=O)Nc1cccc(C(=O)Nc2ccc(S(=O)(=O)N3CCOCC3)cc2)c1 | 6% | nt | 4% | 51 | i | -0.2% | i | nt | nt | 0.1 | 12% | 1.9% | nt |
| Cc1ccccc1Cn1nnc(C(=O)Nc2cccc(C)c2C)c1N | 4% | 2.3 | 10% | 37 | i | nt | i | -5 | 22 | 2.1 | 8% | -0.2% | 1395 |
| CCC(=O)Nc1cc2c(cc1C(=O)c1ccccc1)OCCO2 | 0% | -0.4 | 1% | 52 | i | 1.2% | i | 14 | 9 | 0.8 | 13% | 1.5% | 1381 |
